Bioassay records as filed in PubChem BioAssay.
AmpC inh det = blocks E. coli AmpC beta-lactamase in presence of detergent; P00811; 71,000 compounds, 0.09% hits; Potency, µM (doses to about 28.7 µM), inactives show top-dose activity change, negative = inhibition; purified AmpC, nitrocefin hydrolysis with detergent; AID 584; active = well fitted curve in the direction sought with a large enough effect
Target sequence (P00811 whole entry, looked up): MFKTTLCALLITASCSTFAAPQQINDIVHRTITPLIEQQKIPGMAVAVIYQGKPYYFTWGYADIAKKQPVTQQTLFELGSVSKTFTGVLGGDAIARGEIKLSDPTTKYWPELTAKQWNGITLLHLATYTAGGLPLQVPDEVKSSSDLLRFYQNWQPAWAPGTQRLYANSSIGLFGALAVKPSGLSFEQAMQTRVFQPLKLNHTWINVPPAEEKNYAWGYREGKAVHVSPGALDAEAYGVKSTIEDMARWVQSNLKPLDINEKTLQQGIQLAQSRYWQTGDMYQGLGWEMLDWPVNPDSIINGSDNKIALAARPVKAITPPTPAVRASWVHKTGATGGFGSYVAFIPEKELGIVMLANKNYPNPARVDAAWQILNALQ
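E. coli AmpC (5.3 nM) in 20 mM phosphate pH 7.0 with 0.01% Triton X-100, preincubated 15 min RT with compound; nitrocefin (2 uL of 800 uM stock) hydrolysis followed by 480 nm absorbance every 20 s over 4 min.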
Active calls of the source: *; [ ] = dose if it differs, or a comment. % is set by controls: 0 for no effect and ±100 for the full control effect; potency is the fitted concentration of half-maximal effect. A portion of the library (hit frequency here may not be typical).

SMILES	AmpC inh det
N#C/C(=C\Nc1ccccn1)C(=O)C1CC1	-1%[5.75 µM]
CC1CCN(C(=O)c2cc3ccccc3o2)CC1	-4%
Cn1c(=O)[nH]c(=O)c2c1nc(N1CCOCC1)n2CC(O)COc1ccccc1 (configuration not stated)	-1%
CCn1c(C)nc2cc(S(=O)(=O)C(F)(F)C(F)C(F)(F)F)ccc21 (configuration not stated)	1%
COc1cccc2c1cc([N+](=O)[O-])c1c(C(=O)O)cc3c(c12)OCO3	-3%
Cc1nc2cnc(Oc3ccccc3)nc2n(CCC#N)c1=O	1%
O=S(=O)(NCC1CCCO1)c1cc(Br)c(Br)s1 (configuration not stated)	-1%
Cc1nc(Nc2ccc(F)cc2)[nH]c(=O)c1CCC(C)C	-3%
CCCCN(Cc1ccccc1)C(=O)C1CCCN(S(=O)(=O)c2cnc[nH]2)C1 (configuration not stated)	4%
COCCCNc1oc(COc2ccc(Cl)cc2Cl)nc1C#N	-5%
Cc1nn(-c2ccc(C(=O)Nc3nnc(C4CC4)s3)cc2)c(C)c1Cl	-6%
Cc1nc2ccc(NC(=O)Cc3cccs3)cc2s1	1%
COc1ccc(-n2c(Cc3cccn3C)nnc2SCC(=O)N2CCCC2)cc1	9%
CCn1c(C(C)NC(=O)c2cccs2)nc2ccccc21 (configuration not stated)	9%
Cc1cc2c(c(=O)o1)C1(C(=O)N(CC(=O)O)c3ccccc31)C(C#N)=C(N)O2 (configuration not stated)	-5%

Seven entries drawn at random from the list so far, as already listed:
SMILES	AmpC inh det
COc1cccc2c1cc([N+](=O)[O-])c1c(C(=O)O)cc3c(c12)OCO3	-3%
COCCCNc1oc(COc2ccc(Cl)cc2Cl)nc1C#N	-5%
Cc1nn(-c2ccc(C(=O)Nc3nnc(C4CC4)s3)cc2)c(C)c1Cl	-6%
Cc1cc2c(c(=O)o1)C1(C(=O)N(CC(=O)O)c3ccccc31)C(C#N)=C(N)O2 (configuration not stated)	-5%
O=S(=O)(NCC1CCCO1)c1cc(Br)c(Br)s1 (configuration not stated)	-1%
CCCCN(Cc1ccccc1)C(=O)C1CCCN(S(=O)(=O)c2cnc[nH]2)C1 (configuration not stated)	4%
Cc1nc2ccc(NC(=O)Cc3cccs3)cc2s1	1%

Next entries follow:
SMILES	AmpC inh det
Cc1ccc(N(CC(=O)O)S(=O)(=O)c2cccc3nonc23)cc1	6%
CCOC(=O)c1sc(=S)n(-c2ccc(F)c(F)c2)c1N	12%
O=C(Nc1cccc(F)c1)c1cccc(S(=O)(=O)N2CCOCC2)c1	-11%
CCC(C)N(C(=O)COC(=O)Cc1n[nH]c(=O)c2ccccc12)C1CCS(=O)(=O)C1 (configuration not stated)	27%
CC(=O)O[C@H]1CC[C@H]2[C@@H]3CCC4=C[C@@H](C5SCCS5)[C@H](OC(C)=O)C[C@]4(C)[C@H]3CC[C@@]12C	13%[5.75 µM]
CCc1ccc2[nH]c(=O)c(CN(Cc3ccc4c(c3)OCO4)C(=O)c3ccco3)cc2c1	-4%
O=C(O)c1ccccc1/C=N\N=C1c2ccccc2-c2ccccc21	-3%[5.75 µM]
CCOC(=O)c1ccc(S(=O)(=O)N2CCN(S(=O)(=O)CC)CC2)cc1	16%
COCCCNC(=O)CCS(=O)(=O)Cc1ccc(C)cc1	-3%
C#CCN1C(=O)C(O)(CC(=O)c2cccc(OC)c2)c2ccccc21 (configuration not stated)	-2%
O=C(c1ccccc1F)N1CCN(c2cccc(C(F)(F)F)c2)CC1	-11%
CCC1Oc2ccc(C)cc2N(CC(=O)NCc2cc(OC)ccc2OC)C1=O (configuration not stated)	1%
CCOC(=O)C1=C(CSc2nccn2C)NC(=O)NC1c1ccc2c(c1)OCO2 (configuration not stated)	-5%
COc1ccc(C(=O)OCCN=C2NS(=O)(=O)c3ccccc32)cc1OC	-1%
O=S1(=O)CC2(N3CCOCC3)CCCCC21 (configuration not stated)	0%
CCCc1nc2ccccc2c(=O)n1/N=C/c1ccc(O)cc1O	-5%
CCCCNC(=O)CCn1c(=O)c2ccccc2n(CC(=O)Nc2ccccc2OCC)c1=O	0%
COc1ccc(Nc2nc(N)nc(C(F)(F)F)n2)c(OC)c1	-2%
Cc1ccccc1N1CCN(S(=O)(=O)c2ccc3oc(=O)ccc3c2)CC1	-1%
O=P(OCC(F)(F)C(F)F)(N1CCCCC1)N1CCCCC1	7%
O=C(C1CC(c2ccc(F)cc2)=NO1)N1CCN(Cc2ccccc2)CC1 (configuration not stated)	12%
COC(=O)CSc1nnc(-c2sc3cc(OC)ccc3c2Cl)n1C	-2%
NC(=O)CSc1nnc(CNc2ccc(F)cc2)n1CC1CCCO1 (configuration not stated)	12%
Nc1ncc([N+](=O)[O-])s1	10%
COc1ccc(NC(=O)Cc2nn(C)c(=O)c3ccccc23)c2ncccc12	-2%
Cc1noc(C)c1-c1cc(N(C)Cc2ccco2)ncn1	13%
COC(=O)c1[nH]c2cc(OC)ccc2c1NC(=O)CN1CCC(C(N)=O)(N2CCCCC2)CC1	-3%
O=C(NCc1cn2ccsc2n1)c1cccs1	11%
CCCCOc1ccc(C(=O)N2CCC(C)CC2)cc1	-2%
CCN1CCN(CC(O)COc2cccc(OC)c2)CC1 (configuration not stated)	-3%
CCC(C)(C)c1ccc(O)cc1	5%
CCN(C(=O)c1cc(Cl)ccc1OC)C1CCCCC1	-8%
CCOC(=O)CN1C(=O)C(O)=C(C(C)=O)C1c1ccccc1 (configuration not stated)	-2%
COCc1cc(C)nc(SCC(=O)Nc2cccc3cccnc23)c1C#N	13%
CC(C)(C)OCC(NC(=O)C(CC(N)=O)NC(=O)OC(C)(C)C)C(=O)OC(C)(C)C (configuration not stated)	11%
COc1ccc(NC(=O)CS(=O)CC(=O)NC2CCCc3ccccc32)cc1 (configuration not stated)	17%
O=C(Nc1nccs1)Oc1ccccc1	-3%
COc1ccc(C2CC(C(F)(F)F)n3ncc(C(=O)NCc4cccnc4)c3N2)cc1OC (configuration not stated)	8%
COc1ccc(CCNC(=O)CC2Nc3cc(C)c(C)cc3NC2=O)cc1OC (configuration not stated)	-5%
CS(=O)(=O)N1CCc2cc(-c3csc(NC(=O)Cc4cccs4)n3)ccc21	1%
CCc1cc(=O)oc2cc(OCC(=O)OC)c(Cl)cc12	7%
Cn1c(COc2ccccc2)nnc1SCc1nc2ccccc2[nH]1	20%
CC(=O)C1=C(C)Nc2ncnn2C1c1cccc(OCc2ccccc2)c1 (configuration not stated)	12%
CCCSc1nc(N)c(C#N)c(-c2ccc(C)cc2)c1C#N	0%
COc1ccc(OC)c(C(=O)CSc2nnnn2C)c1	8%
CCCCn1c(SCC(=O)Nc2cc(C)on2)nc2ccsc2c1=O	7%
O=C(c1csnn1)N1CCC2(CCCN(c3cccc(-c4ccccc4)c3)C2)CC1	-1%
CCS(=O)(=O)NCCc1cc2ccc(C)cc2[nH]c1=O	0%
CCc1ccc2oc(=O)cc(CN3CCCCC3C)c2c1 (configuration not stated)	0%
CCOC(=O)C1=C(C)N(C)C(C)=C(C(=O)OCC)C1c1ccncc1	-3%
N#CCSc1nnc(C2CCCCC2)n1Cc1ccccc1	6%
Cc1cccc(-n2ncc3c(NCc4ccccc4)ncnc32)c1	13%
CC(=O)c1cccc(NS(=O)(=O)c2c(C)noc2C)c1	-3%
COc1ccc(S(=O)(=O)N2CCOCC2)cc1C(C)C	-3%
CC(=O)c1ccc(NC(=O)c2cc(CC(C)C)on2)cc1	11%
C=CCNC(=O)CN1C2CCCC1CC(NC(=O)c1ccccc1C)C2 (configuration not stated)	11%
CCn1cnc2sc(C(=O)Nc3ccc4c(c3)OCO4)c(C)c2c1=O	2%
O=C(O)c1ccc([N+](=O)[O-])c(P(=O)(O)O)c1	-3%[5.75 µM]
CC12CC(NC(=O)N1c1cccc(C(=O)NCc3ccc4c(c3)OCO4)c1)c1cc(Cl)ccc1O2 (configuration not stated)	-2%
Cn1c(SCC(=O)N2CCN(Cc3ccccc3)CC2)nnc1-c1ccncc1	-3%

An excerpt of these results, in markdown:
| smiles | AmpC inh det |
| --- | --- |
| CC12CC(NC(=O)N1c1cccc(C(=O)NCc3ccc4c(c3)OCO4)c1)c1cc(Cl)ccc1O2 (configuration not stated) | -2% |
| O=C(c1csnn1)N1CCC2(CCCN(c3cccc(-c4ccccc4)c3)C2)CC1 | -1% |

Some of the entries so far, in markdown.
| SMILES | AmpC inh det |
| --- | --- |
| CC(=O)c1ccc(NC(=O)c2cc(CC(C)C)on2)cc1 | 11% |
| CC12CC(NC(=O)N1c1cccc(C(=O)NCc3ccc4c(c3)OCO4)c1)c1cc(Cl)ccc1O2 (configuration not stated) | -2% |
| CC(=O)c1cccc(NS(=O)(=O)c2c(C)noc2C)c1 | -3% |
| COc1ccc(S(=O)(=O)N2CCOCC2)cc1C(C)C | -3% |

Other entries.
SMILES	AmpC inh det
CCOC(=O)C1CCCN(CC(=O)Nc2c(C(=O)OC)[nH]c3ccccc23)C1 (configuration not stated)	-3%
CCCCNC(=O)c1nnn(-c2ccccc2)c1N	4%
N#Cc1cc2ccccc2nc1SCC(=O)Nc1ccccc1N1CCOCC1	8%
C=CCn1c(SCC(O)Cn2c3ccccc3c3ccccc32)nnc1-c1ccco1 (configuration not stated)	5%
COc1cc(C(=O)NCC(c2cccnc2)N2CCN(C)CC2)cc(OC)c1OC (configuration not stated)	-4%
O=S1(=O)CC(N2CCOCC2)c2ccccc21 (configuration not stated)	18%
CCOC(=O)C1CCN(/C=C2/C(=O)NC(=O)N(c3ccc(OCC)cc3)C2=O)CC1	7%
CCOc1cc(C(=O)NCCN2CCOCC2)cc(OCC)c1OCC	-2%
CCSc1nnc2c(n1)OC(c1ccc(C(=O)O)cc1)N(C(C)=O)c1ccccc1-2 (configuration not stated)	8%
c1coc(CNc2nc3ccccc3n2CCN2CCOCC2)c1	-5%
O=C(CSCCNS(=O)(=O)c1ccccc1)Nc1ccccc1	6%
Cc1noc(NS(=O)(=O)c2ccc(NC(=O)CSc3n[nH]c(-c4ccccc4)n3)cc2)c1C	-8%
Nc1n[nH]c(S(=O)(=O)CCCc2ccccc2)n1	-6%
CCC(=O)n1nc(NCc2ccc(OC)c(OC)c2)nc1NCc1ccc(OC)c(OC)c1	-4%
O=C(Nc1ccc(Oc2ccccc2)cc1)C1CCCO1 (configuration not stated)	5%
CC(C)c1nnc(NC(=O)c2c(O)c3cccc4c3n(c2=O)CCC4)s1	-4%
COc1ccc(C2c3c(oc4ccccc4c3=O)C(=O)N2CC2CCCO2)cc1 (configuration not stated)	14%
CCOCCn1c(=O)c2c(nc3n2CCN3c2ccccc2)n(C)c1=O	-2%
CCc1cccc(C)c1NC(=O)C1CCCO1 (configuration not stated)	-2%
Cc1ccc(S(=O)(=O)N2C(=S)SCC2(C)C)cc1	-1%
O=C(NCc1ccccc1)N[C@@H](Cc1ccccc1)C(=O)O	1%
OCCN(CCO)CC(O)Cn1c2ccccc2c2ccccc21 (configuration not stated)	10%
COC(=O)C1=C(NC(=O)c2ccc(C)c(C)c2)CCS1	2%
O=C(Cc1cccs1)N1CCCC(c2nc(-c3ccc(S(=O)(=O)N4CCCC4)cc3)no2)C1 (configuration not stated)	-3%
CN1C(C(=O)Nc2ccccn2)=C(O)c2sccc2S1(=O)=O	0%[12.8 µM]
O=C1OCCC1Sc1nnc(-c2ccc3c(c2)OCO3)n1-c1ccccc1 (configuration not stated)	11%
CCOc1ccc(N(CC(=O)NCCCOC)S(C)(=O)=O)cc1	8%
Cn1c(=O)[nH]c(=O)c2c1nc(CN1CCN(c3ccc(F)cc3)CC1)n2CCCc1ccccc1	-5%
CCNC(=O)Nc1cc2nc(C)n(Cc3ccc(Br)cc3)c2nc1C	-3%
CCOc1ccccc1N=C1NC(=O)CS1	10%
COCCNC(=O)c1ccc(N(C)S(=O)(=O)c2ccc(OC)c(OC)c2)cc1	-5%
Cc1cc(C)c2[nH]c(=O)c(C(c3nnnn3CC3CCCO3)N3CCC(C)CC3)cc2c1 (configuration not stated)	6%
COC(=O)CCC(=O)Nc1ccc(S(=O)(=O)N2CCCCCC2)cc1	14%
Cc1cc(C)nc(NS(=O)(=O)c2cccs2)c1	21%
CCCCOCCCNC(=O)c1ccccc1OCC	-4%
CC(CC1C(C#N)=C(N)SC(N)=C1C#N)c1ccccc1 (configuration not stated)	0%
Cc1ccc(Cl)cc1N1CCN(Cc2nc3c(c(=O)[nH]c(=O)n3C)n2CCc2ccccc2)CC1	2%
OCCCN=C1CCCCC1	-8%[5.75 µM]
O=C(CC1COc2ccccc2O1)NCc1ccccc1 (configuration not stated)	-2%
O=C(Nc1ccc(NC(=O)C2CC2)nc1)c1ccccn1	0%
COC(=O)c1sccc1NC(=O)CN1CCN(c2ccc(F)cc2)CC1	-6%
CN(C)c1ncnc2ccc(-c3ccccc3C(F)(F)F)cc12	9%
OCCN1CCN(C(=S)c2ccc(Cl)cc2)CC1	1%
CCC(=O)N1CCCc2cc(S(=O)(=O)N3CCN(c4ccccn4)CC3)ccc21	-1%
CS(=O)(=O)c1ccc2nc(NC(=O)CN3CCCCCC3)sc2c1	1%
CCOc1ccc(C2C3=C(CCCC3=O)Nc3nc(C(F)(F)F)nn32)cc1OC (configuration not stated)	1%
COC(=O)c1c(NC(=O)c2c(C)noc2C)sc2c1CCCCCC2	0%
Cc1sc2ncnc(Oc3ccc(-n4ccnc4)cc3)c2c1C	-6%
COC(=O)COc1ccc(S(=O)(=O)NCc2cccnc2)cc1	-3%
Cc1ccc2c(c1)NC(=O)C(CC(=O)NCCN(CC(C)C)CC(C)C)O2 (configuration not stated)	7%
OCCN1CCOCCN(CCO)CCN(CCO)CC1	-2%

Single entries from the entries so far.
For AmpC inh det, COC(=O)COc1ccc(S(=O)(=O)NCc2cccnc2)cc1 is listed with -3%
For AmpC inh det, OCCN1CCN(C(=S)c2ccc(Cl)cc2)CC1 is listed with 1%
